Bioassay records deposited in PubChem BioAssay by NMMLSC.
RPL19A-GFP yeast: RPL19A-GFP expression modulators in yeast, primary screen, cell-based, S. cerevisiae, multiplex flow cytometry, MLPCN | S. cerevisiae RPL19A-GFP strain, 3 h; stronger effect = lower value | 330,000 compounds, 0.3% hits | percent response vs DMSO, % at 10 µM;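 active means percent response vs DMSO below 50%; inconclusive means fewer than 70 events counted for the yeast strain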;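 further: median channel GFP fluorescence of the barcoded RPL19A-GFP strain; ratio of sample median GFP to plate DMSO average so 100% = DMSO; lower means less RPL19A-GFP as with rapamycin TOR inhibition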
GRK2 inh: compounds blocking aptamer binding on GRK2 – biochemical, human GRK2, bead flow cytometry, HTS, primary screen; FAM-aptamer displacement from GRK2; inhibition of aptamer binding, % at 10 µM; 330,000 compounds, 0.59% hits;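 active means inhibition of aptamer binding above 40%, roughly 3 SD of noise, on plates passing a quality check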;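 further: median bead fluorescence of bound FAM aptamer so fluorescent compounds give negative values; no value below 0 was filed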
LAP4-GFP MLPCN: modulators of LAP4-GFP expression in yeast, primary screen, S. cerevisiae, multiplex flow cytometry, MLPCN library; 320,000 compounds, 0.34% hits; AID 2023, 2009; 3 h; median GFP as percent of DMSO wells; GFP response vs DMSO, % at 10 µM;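 active means GFP response vs DMSO above a set limit, about the screen mean plus 3 SD, cut at about 150% in these data; inconclusive means under 70 cell events counted for the yeast strain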
CR mimetic SO: reduction of superoxide in aged yeast, primary screen, HTS; S. cerevisiae aged cells, superoxide DHE fluorescence; stronger effect = lower value; superoxide response (% of plate mean), % at 10 µM; 330,000 compounds, 0.18% hits;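 active means superoxide response under a set limit, about three screen SD below normal, cut at about 65% in these data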;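 further: yeast aged for seven days with compound at 30 °C before DHE staining; 100% = average MFI of all compound-treated wells on the plate with controls excluded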
AGP1 TOR yeast: modulators of AGP1-GFP expression in yeast TOR pathway, primary screen, cell-based, multiplex flow cytometry, S. cerevisiae, MLPCN library. 3 h; GFP as percent of DMSO wells. 320,000 compounds, 0.02% hits. AID 2066, 2009. GFP response vs DMSO, % at 10 µM;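 active means GFP response relative to DMSO above a set limit, near screen average plus 3 SD, cut at about 150% in these data; inconclusive means fewer than 70 cells counted for the yeast strain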;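 further: median GFP channel fluorescence of the gated AGP1 strain per well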
MEP2 TOR yeast: modulators of MEP2-GFP levels in yeast, primary screen, S. cerevisiae, multiplex flow cytometry, MLPCN library; 330,000 compounds, 0.51% hits; S. cerevisiae MEP2-GFP strain, 3 h; 100% = DMSO control level; GFP response vs DMSO, % at 10 µM;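 active means GFP response versus DMSO above a set limit, roughly screen mean plus 3 SD, cut at about 180% in these data; inconclusive means fewer than 70 cells counted for a yeast strain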;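 further: median GFP fluorescence of the barcode-gated MEP2-GFP cells per well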
CIT2 TOR yeast: modulators of CIT2-GFP expression in yeast, primary screen, S. cerevisiae, GFP fusion, multiplex flow cytometry, MLPCN library; S. cerevisiae CIT2-GFP strain, 3 h; 100 means same as DMSO wells; GFP response vs DMSO, % at 10 µM; 320,000 compounds, 0.065% hits;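 active means GFP response relative to DMSO above a set limit, near the screen mean plus 3 SD, cut at about 150% in these data; inconclusive means Fewer than 70 cells measured for a yeast strain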;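 further: ratio of well median GFP fluorescence to mean of DMSO wells on the plate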
VLA-4 inh: inhibition in human VLA-4 binding assay, primary screen, VLA-4 allosteric modulator project, MLPCN library, flow cytometry, VLA-4 expressing cells | inhibition, % (about 7 µM as worked out from the volumes in the protocol) | ligand binding flow cytometry | 330,000 compounds, 0.2% hits | AID 2557, 2010; in the data active means inhibition above about 50%
Target sequence (P13612 whole entry, looked up): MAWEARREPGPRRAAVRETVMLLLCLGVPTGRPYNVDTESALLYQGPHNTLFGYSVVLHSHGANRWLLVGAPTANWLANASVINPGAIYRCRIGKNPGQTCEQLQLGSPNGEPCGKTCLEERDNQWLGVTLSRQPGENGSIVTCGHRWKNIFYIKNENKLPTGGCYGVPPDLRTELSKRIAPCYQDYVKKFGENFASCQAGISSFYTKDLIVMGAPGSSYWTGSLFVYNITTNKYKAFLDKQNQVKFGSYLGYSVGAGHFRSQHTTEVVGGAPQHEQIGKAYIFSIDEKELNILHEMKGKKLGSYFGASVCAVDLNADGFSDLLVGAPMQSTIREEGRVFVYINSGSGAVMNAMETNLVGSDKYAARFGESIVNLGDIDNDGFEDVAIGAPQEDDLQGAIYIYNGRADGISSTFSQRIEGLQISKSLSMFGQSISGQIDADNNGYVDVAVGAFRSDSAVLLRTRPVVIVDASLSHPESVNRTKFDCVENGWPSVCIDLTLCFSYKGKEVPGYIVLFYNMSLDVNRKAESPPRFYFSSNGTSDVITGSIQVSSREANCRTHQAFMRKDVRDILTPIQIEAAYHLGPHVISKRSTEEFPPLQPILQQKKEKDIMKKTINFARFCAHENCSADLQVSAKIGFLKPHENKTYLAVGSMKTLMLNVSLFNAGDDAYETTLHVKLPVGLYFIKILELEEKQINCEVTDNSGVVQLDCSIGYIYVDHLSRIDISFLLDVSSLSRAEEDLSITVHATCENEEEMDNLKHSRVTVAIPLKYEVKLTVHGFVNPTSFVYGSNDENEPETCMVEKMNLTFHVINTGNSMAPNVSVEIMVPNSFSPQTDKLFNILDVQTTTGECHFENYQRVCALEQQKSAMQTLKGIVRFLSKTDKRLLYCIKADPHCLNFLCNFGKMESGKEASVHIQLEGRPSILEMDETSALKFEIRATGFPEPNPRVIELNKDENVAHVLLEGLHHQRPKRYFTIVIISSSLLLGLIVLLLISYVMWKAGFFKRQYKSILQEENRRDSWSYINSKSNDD
Active calls of the source: *; i = inactive; ? = inconclusive; . = no result given; [ ] = dose if it differs, or a comment.

(1) Cn1c(=O)c2c(nc(CN3CCN(Cc4ccccc4)CC3)n2Cc2cccc(Cl)c2)n(C)c1=O
(2) COc1ccc(NC(=O)CSc2nc3[nH]c(=O)cc(O)c3s2)cc1OC
(3) Cc1cc(C)cc(N(CCC#N)C(=O)COC(=O)c2nc3nc(C)cc(C)n3n2)c1
(4) Cc1oc(/C=N/NS(=O)(=O)c2ccccc2)cc1Br
(5) CCCCn1c(SCC(=O)N2CCC(C)CC2)nc2cc(S(N)(=O)=O)ccc21
(6) COc1cc(/C=N\NC(=O)c2ccc(-c3ccccc3)cc2)cc(OC)c1O
(7) O=C(CNCCO)Nc1ccc(F)c(Cl)c1
(8) CCOc1ccc(C(=O)NCC(=O)OC(C)C(=O)NCc2ccco2)cc1OCC (stereo unspecified)
(9) O=C(c1nc2ccccn2c1CN1CCCC(OCc2ccccc2)C1)N1CCCC1 (stereo unspecified)
(10) CC1COC(C)(CC(=O)NN2C(=O)c3ccccc3C2=O)O1 (stereo unspecified)
screen / no.,1,2,3,4,5,6,7,8,9,10
RPL19A-GFP yeast,92,102,93,105,104,116,93,97,98,?
GRK2 inh,0,11,0,0,1,0,0,0,1,0
LAP4-GFP MLPCN,88,94,108,98,101,66,97,102,104,?
CR mimetic SO,101,103,101,105,96,144,97,100,110,105
AGP1 TOR yeast,91,100,104,103,105,97,100,106,106,100[may fluoresce red and violet]
MEP2 TOR yeast,96,91,98,107,111,106,100,98,103,?
CIT2 TOR yeast,93,99,98,105,101,100,94,108,99,?
VLA-4 inh,i,-13,-4,12,17,4,6,8,6,-6

(11) Cc1ccc(S(=O)(=O)N2CCCCC2)cc1NC(=O)c1cccs1
(12) Nc1nonc1-n1nnc(C(=O)N/N=C/c2cccnc2)c1CSc1ccccc1
(13) O=C(CN1C(=O)NC2(CCc3ccccc32)C1=O)c1ccc(F)c(F)c1 (stereo unspecified)
(14) COCC(C)n1c(SCC(=O)Nc2nccs2)nc2ccccc2c1=O (stereo unspecified)
(15) CN(Cc1ccc(C(C)(C)C)cc1)C(=O)C1CSC2(C)CCC(=O)N12 (stereo unspecified)
(16) O=C1OCCC1Sc1nc2cc(Cl)ccc2s1 (stereo unspecified)
(17) COc1ccc(NC(=S)NC2CCCCCC2)c(OC)c1
(18) Cc1cccc(OCC(=O)NNC(=O)CCN2CCN(c3ccccc3)CC2)c1C
(19) COC(=O)c1sc(NC(=O)CSc2nnnn2-c2ccc(C)cc2C)nc1C
(20) Cc1c(C)[n+](=O)c2c(n1[O-])CCCCC2
screen / no.,11,12,13,14,15,16,17,18,19,20
RPL19A-GFP yeast,97,101,95,95,105,99,103,95,101,101
GRK2 inh,26,5,0,4,0,10,0,1,2,0
LAP4-GFP MLPCN,102,109,105,99,102,114,90,97,105,96
CR mimetic SO,87,101,117,80,151,111,81,78,104,86
AGP1 TOR yeast,102,93,107,97,107,90,102,98,100,97
MEP2 TOR yeast,101,126,97,95,99,103,107,97,112,98
CIT2 TOR yeast,98,76,85,94,110,98,113,104,98,115
VLA-4 inh,11,4,1,2,2,4,6,-7,-8,7

(21) COc1ccc(C(=O)NCc2c(C)oc(C)c2C(=O)O)cc1
(22) Cc1ccc(CNC(=O)C(NS(=O)(=O)c2ccc3nc(C)sc3c2)C(C)C)cc1 (stereo unspecified)
(23) CCC(C)(C)n1nnnc1C(c1cc(OC)ccc1OC)N1CCN(Cc2ccccc2)CC1 (stereo unspecified)
(24) CCC1(CC)Cc2ccccc2-c2nc(NN)[nH]c(=O)c21
(25) COc1ccc(N2CC(C(=O)Nc3cc(C)on3)CC2=O)cc1 (stereo unspecified)
(26) O=[N+]([O-])c1ccc(O)c(-c2nn[nH]n2)c1
(27) Nc1nonc1-n1nnc(C(=O)N/N=C/c2cccc(F)c2)c1CN1CCCC1
(28) Cc1oc(-c2cccc(C(F)(F)F)c2)nc1CN1CCC[C@H]1CO
(29) CN1/C(=C\C(=O)Nc2ccc(Br)cc2)C(C)(C)c2ccccc21
(30) CC(=O)Nc1ccc(NC(=O)CCCc2c[nH]c3ccccc23)cc1
screen / no.,21,22,23,24,25,26,27,28,29,30
RPL19A-GFP yeast,88,100,94,102,99,102,98,116,100,102
GRK2 inh,0,0,4,0,1,2,2,0,0,3
LAP4-GFP MLPCN,86,96,97,96,100,104,105,103,97,92
CR mimetic SO,100,101,94,93,100,99,91,110,97,99
AGP1 TOR yeast,95,102,100,104,97,107,96,104,95,97
MEP2 TOR yeast,95,105,96,101,101,105,100,109,98,103
CIT2 TOR yeast,97,100,105,101,97,111,98,112,95,97
VLA-4 inh,5,18,4,3,17,11,-5,-5,-1,-3

(31) CCNc1ccc(C(=O)N/N=C/c2c(C)nn(-c3ccccc3)c2N2CCCC2)cc1[N+](=O)[O-]
(32) CC(C)(C)C1CCC2(CC1)NC(=S)N(c1ccccc1)N2 (stereo unspecified)
(33) Cc1ccc(-c2noc(-c3ccccc3C(=O)N3CCOCC3)n2)cc1
(34) COCCCNC(=O)Cn1nnc(-c2ccc(NC(=O)c3ccccc3OC)cc2)n1
(35) COc1ccc(S(=O)(=O)N2CCN(C(=O)c3cc(C4CC4)nn3-c3ccccc3)CC2)cc1OC
(36) O=C1CCCc2nc(N3CCN(c4ccccc4)CC3)ncc21
(37) NC(=O)N/N=C/c1ccc(-n2nncc2-c2ccc(Cl)cc2)cc1
(38) O=C(CCCN1C(=O)/C(=C/c2ccccc2Cl)SC1=S)NNC(=O)c1ccccc1
(39) Cc1c(Cl)cccc1NC(=O)CCNC(=O)N1CC(=O)Nc2ccccc21
(40) CCC(C)(C)n1nnnc1C(c1ccc(C)cc1)N1CCN(C(=O)c2ccco2)CC1 (stereo unspecified)
screen / no.,31,32,33,34,35,36,37,38,39,40
RPL19A-GFP yeast,94,103,102,102,103,99,98,101,98,98
GRK2 inh,0,3,0,0,3,5,3,0,5,0
LAP4-GFP MLPCN,91,101,106,108,95,101,99,94,96,94
CR mimetic SO,90,102,108,92,71,106,92,101,69,96
AGP1 TOR yeast,92,98,104,104,103,102,101,107,98,102
MEP2 TOR yeast,95,105,103,105,111,104,94,105,101,100
CIT2 TOR yeast,86,103,108,95,109,106,99,102,98,87
VLA-4 inh,10,3,2,15,-4,-6,-9,19,-96,0

Shown with values under each structure: part of the list above
Results follow in this order: RPL19A-GFP yeast	GRK2 inh	LAP4-GFP MLPCN	CR mimetic SO	AGP1 TOR yeast	MEP2 TOR yeast	CIT2 TOR yeast	VLA-4 inh
36) O=C1CCCc2nc(N3CCN(c4ccccc4)CC3)ncc21
→ 99	5	101	106	102	104	106	-6
37) NC(=O)N/N=C/c1ccc(-n2nncc2-c2ccc(Cl)cc2)cc1
→ 98	3	99	92	101	94	99	-9
38) O=C(CCCN1C(=O)/C(=C/c2ccccc2Cl)SC1=S)NNC(=O)c1ccccc1
→ 101	0	94	101	107	105	102	19
39) Cc1c(Cl)cccc1NC(=O)CCNC(=O)N1CC(=O)Nc2ccccc21
→ 98	5	96	69	98	101	98	-96
40) CCC(C)(C)n1nnnc1C(c1ccc(C)cc1)N1CCN(C(=O)c2ccco2)CC1 (stereo unspecified)
→ 98	0	94	96	102	100	87	0

Additional compounds
(41) C=CCNC(=S)N1CCN(c2cc3c(cc2F)c(=O)c(C(=O)O)cn3CC)CC1
(42) CN1C(=O)CC(N2CCC(c3nc4ccccc4[nH]3)CC2)C1=O (stereo unspecified)
(43) COC(=O)c1ccc(NC(=O)CSc2ccc(-c3ccccn3)nn2)cc1
(44) CCCC(=O)C1=C(O)C(C(=O)OC)C(C)(C)CC1=Nc1ccncc1 (stereo unspecified)
(45) O=C(CSc1nnc(CN2CCOCC2)n1-c1ccccc1)N1CCc2ccccc21
(46) O=C(N/N=C/c1cn(-c2ccccc2)nc1-c1cccnc1)c1ccc(F)cc1
(47) COc1cc(/C=N/NC(=O)c2cc(C3CC3)[nH]n2)ccc1O
(48) O=C(NCCOc1ccccc1F)C1CC(=O)N(c2ccc3c(c2)OCCO3)C1 (stereo unspecified)
(49) Cc1cccc2cc(CNCC3CCCO3)c(Cl)nc12 (stereo unspecified)
(50) CNc1c(NS(=O)(=O)c2ccc(OC)cc2)c(=O)oc2ccccc12
screen / no.,41,42,43,44,45,46,47,48,49,50
RPL19A-GFP yeast,97,95,102,96,99,107,102,90,82,99
GRK2 inh,0,4,0,2,0,0,2,0,3,0
LAP4-GFP MLPCN,101,104,94,94,96,93,91,96,95,92
CR mimetic SO,88,111,102,106,98,110,101,101,105,86
AGP1 TOR yeast,103,105,90,105,108,94,105,75,37,91
MEP2 TOR yeast,103,101,99,98,104,102,101,108,108,112
CIT2 TOR yeast,101,100,94,106,104,103,120,99,102,99
VLA-4 inh,-1,-6,9,-2,13,1,10,-2,-3,6

Reformatted: results already given.
#48 O=C(NCCOc1ccccc1F)C1CC(=O)N(c2ccc3c(c2)OCCO3)C1 (stereo unspecified)
  RPL19A-GFP yeast: 90 | GRK2 inh: 0 | LAP4-GFP MLPCN: 96 | CR mimetic SO: 101 | AGP1 TOR yeast: 75 | MEP2 TOR yeast: 108 | CIT2 TOR yeast: 99 | VLA-4 inh: -2
#49 Cc1cccc2cc(CNCC3CCCO3)c(Cl)nc12 (stereo unspecified)
  RPL19A-GFP yeast: 82 | GRK2 inh: 3 | LAP4-GFP MLPCN: 95 | CR mimetic SO: 105 | AGP1 TOR yeast: 37 | MEP2 TOR yeast: 108 | CIT2 TOR yeast: 102 | VLA-4 inh: -3

More structures
(51) Cc1snnc1C(=O)NC(=S)Nc1ccccc1
(52) COC(=O)C1C(=O)C2=C(CC1C)NC(C)=C(C(=O)OC1CCCC1)C2c1ccc(N(C)C)cc1 (stereo unspecified)
(53) CCn1c(SCC(=O)NNC(=O)c2ccc(C)cc2)nnc1C(C)C
(54) CS(=O)(=O)N1CCN(c2ccccc2NC(=O)c2ccc3c(c2)OCCO3)CC1
(55) CCOCCCn1c(SCC(=O)Nc2ccc(NC(C)=O)cc2)nc2ccccc2c1=O
(56) Cc1cccc(CN2C[C@]34CC[C@@H](C[C@@H]3S2(=O)=O)O4)c1
(57) CCN(CCS(=O)(=O)c1ccc(Cl)cc1)C(=O)Nc1ccccc1
(58) COc1ccc2[nH]c(C(=O)O)c(NC(=O)c3cc(OC)c(OC)c(OC)c3)c2c1
(59) CCCCn1c(N)c(N(CC(C)C)C(=O)C(C)SCc2nc3sc(C)c(C)c3c(=O)[nH]2)c(=O)[nH]c1=O (stereo unspecified)
(60) Cc1ccc(NC(=O)CSc2ncnc3ccccc23)cc1S(=O)(=O)N1CCCCC1
(61) Cc1ccc(C)c(N2C(=O)CC(Cc3ccc(Br)cc3)C2=O)c1 (stereo unspecified)
(62) S=C(Nc1ccccc1)c1ccccn1
(63) S=C(Nc1ccc2c(c1)OCO2)Nc1ccccc1Cl
screen / no.,51,52,53,54,55,56,57,58,59,60,61,62,63
RPL19A-GFP yeast,105,100,93,100,106,96,97,106,106,101,105,96,97
GRK2 inh,23,16,4,0,1,4,0,0,3,4,.,5,2
LAP4-GFP MLPCN,114,99,85,85,100,102,108,104,114,110,95,104,101
CR mimetic SO,93,101,93,98,98,91,102,89,85,102,99,96,98
AGP1 TOR yeast,107,103,90,101,98,87,108,100,118,106,93,104,95
MEP2 TOR yeast,103,108,108,104,104,91,93,113,103,102,101,104,107
CIT2 TOR yeast,95,.,94,90,105,73,98,98,101,94,97,109,98
VLA-4 inh,1,4,2,6,-8,18,18,2,0,-9,4,10,3
